Screening results deposited in PubChem BioAssay by several laboratories.
Yfh1-depleted yeast = mitochondrial function rescue without frataxin homolog – Friedreich's ataxia, plus single-dose screen, dose response (AID 1465) | S. cerevisiae Yfh1-off respiration, WST-1 reduction, 72 h; higher fold induction means a stronger effect | hit rate 0.074% among 220,000 | fold induction at 50 µM, or EC50 in µM where a hit was titrated;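 active = fold induction of absorbance versus untreated yeast above a set limit, then at least 30% activation at any dose in follow-up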;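 note: activators that raise dye reduction in frataxin-depleted yeast; strong numbers were not always called active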
Dynein transport = dynein cargo transport inhibition | AID 1381 | 3617.4 mouse cells, GR-EGFP nuclear translocation imaging; test concentration mostly 20 µM; stimulated with dexamethasone, 1 µM; active compounds read low | hit rate 0.47% among 220,000 | z-score, hits read low;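 active = plate z-score of nuclear minus cytoplasmic receptor signal below a set negative limit, without overly bright fluorescence or cell loss, cut at about -3.5 in these data, passing the limit was not always enough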;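 note: z-score of nuclear minus cytoplasmic ring GR-EGFP intensity difference per well; some compounds called inactive have numbers as strong as hits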
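Medium: Induction medium lacking tetracycline, stripped serum | Probe or stimulus: 1.0 µM final dexamethasone stimulus | Schedule: 48 h induction, then 1 h compound, then 30 min agonist, 37 °C | Signal: Automated 10x imaging of fixed Hoechst-stained cells | Evaluation: Per-cell GR-EGFP intensity, nucleus versus surrounding cytoplasmic ring, well-averaged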
Autophagy mod = alters autophagy in cells; calls only at 10 µM (by protocol); hit rate 0.98% among 190,000; MEF GFP-LC3 puncta imaging; test concentration mostly 10 µM;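 active = percentage of spot-positive cells more than 3 SD above its plate mean, without a fluorescence outlier flag or 80% toxicity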;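 note: spot-positive cell cutoff set from DMSO-treated cells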
Ins promoter up = MIN6 insulin promoter up-regulation; MIN6 insulin promoter-GFP reporter, high-content imaging; active compounds read high; z-score at 5 µM; hit rate 0.3% among 190,000;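 active = z-score above 3 at 5 µM with at least 500 cells counted in the well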
P. falciparum M17LAP = P. falciparum M17LAP inhibitors, primary screen, biochemical, fluorogenic H-Leu-NHMec substrate, 1536-well (AID 1619). inhibition, % at 30 µM, or IC50 in µM where a hit was titrated. recombinant M17LAP, H-Leu-NHMec fluorogenic kinetic assay; higher % means a stronger effect. hit rate 0.38% among 220,000;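 active = compound inhibiting the enzyme by more than half at any dose during confirmatory dose-response retesting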;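 note: plate controls were full reaction with DMSO carrier for no effect and no enzyme background for full effect; strong numbers were not always called active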
MT stabilize HCS = microtubule stabilization, imaging screen. HeLa tubulin immunostaining HCS, 24 h; share of cells brighter than vehicle mean+2SD. % tubulin-high responders, % at 10 µM. hit rate 0.83% among 200,000. AID 2205;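 active = plate Z-score above 3 for both tubulin-high and condensed-nucleus cell shares, with cell loss under 80%, at 10 µM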;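 note: anti alpha tubulin signal scored within the nucleus-defined area of each cell; some results filed as inactive read as strong as hits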
b-catenin transl = modulators of beta-catenin nuclear translocation. nuclear translocation activity, % at 5 µM. AID 1665. HeLa beta-catenin nuclear translocation, immunofluorescence imaging. hit rate 0.3% among 190,000;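 active = nuclear translocation activity above 50% at 5 µM, with a well cell count of 50 or more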;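 note: per-cell ratio of nuclear to cytoplasmic median beta-catenin stain intensity; plate controls were DMSO negative control for no effect and GSK-3 inhibitor IX positive control for full effect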
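System: Human HeLa cells, endogenous beta-catenin | Compound dosing: 5 µM primary, 0.02–20 µM confirmation | Timing: 24 h compound exposure at 37°C, 5% CO2 | Measured by: Fluorescence imaging of beta-catenin antibody stain plus DAPI | Read-out basis: % activation of per-cell nuclear versus cytoplasmic median beta-catenin signal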
NOD1 NF-kB reporter = inhibition of NOD1-driven NF-kB reporter – cell-based, luminescence, uHTS, primary screen (AID 1578) | one-dose inhibition, % at 4 µM; EC50 in µM for titrated hits | hit rate 1% among 290,000 | NOD1-driven NF-kB luciferase reporter cells, luminescence; higher % means a stronger effect; in the data active = inhibition mostly above about 36%, no sharp cut-off; inactive = mostly below about 34%;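 note: HEK-293T reporter cells stimulated with the NOD1 agonist gamma-tri-DAP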
NOD2 inhibition = NOD2 signaling inhibitors, cell-based, luminescence, uHTS, HEK293 (AID 1566); inhibition, % at 4 µM; hits with a dose series show EC50 in µM; hit rate 0.63% among 290,000; HEK293 NOD2/NF-kB luciferase reporter, luminescence; higher % means a stronger effect; in the data active = inhibition above about 50%; note: many of its hits are not listed in these tables
Dynein transport cytoplasmic EGFP = recorded beside Dynein transport, whose call it bears; z-score; measured here: cytoplasmic GR-EGFP intensity; active compounds read high
Dynein transport nuclear GR-EGFP = further read-out of Dynein transport, marked with its call; z-score; measured here: nuclear GR-EGFP intensity;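 lower value marks the stronger effect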
Dynein transport cell count = second read-out of Dynein transport, no call of its own (marks repeat the call); z-score; measured here: cell count per field
Ins promoter up cell count = further read-out of Ins promoter up, marked with its call; cell count; measured here: cytotoxicity, nuclei count;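 total cells summed across four imaged fields per well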
b-catenin transl cell count 5 µM = recorded beside b-catenin transl, whose call it bears; cell count; measured here: cell count, cytotoxicity flag
MT stabilize HCS Hoechst-high % = second read-out of MT stabilize HCS, no call of its own (marks repeat the call); % Hoechst-high responders; measured here: nuclear condensation Hoechst responders;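 share of cells brighter than vehicle mean plus two SD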
MT stabilize HCS cytotoxicity % = also measured in MT stabilize HCS; calls as there; toxicity, %; measured here: cytotoxicity by cell density;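 0% = mean cell density of plate MIN control wells and 100% = no cells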
Autophagy mod cell loss 18 h = also measured in Autophagy mod; calls as there; toxicity, %; measured here: cell loss, nuclei count;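 cell loss after 18 h compound exposure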
The depositor's hits bear a star; i = inactive; . = no result given; + = active, no number. A portion of the library, so the mix of outcomes need not match the whole.

Below each SMILES: MT stabilize HCS Hoechst-high %, NOD1 NF-kB reporter, MT stabilize HCS cytotoxicity %, Autophagy mod cell loss 18 h, P. falciparum M17LAP, Dynein transport, b-catenin transl cell count 5 µM, Autophagy mod, Dynein transport nuclear GR-EGFP, b-catenin transl, MT stabilize HCS, Ins promoter up cell count, Dynein transport cell count, Yfh1-depleted yeast, Ins promoter up, Dynein transport cytoplasmic EGFP, NOD2 inhibition
- Cc1ccc(S(=O)(=O)Nc2ccccc2/C=N/c2nc3ccccc3n2C(C)C)cc1
→ 2.2, 26%, 7.4, -3, 0%, 0.049, 1157, i, 0.16, -1.6, 3.4, 1401, -0.15, i, -0.49, -0.15, 9%
- Cc1ccc(Cn2c(SCCN3CCCCC3)nc3c2c(=O)[nH]c(=O)n3C)cc1
→ 2.5, -17%, 5.0, ., -2%, -0.65, 1089, ., -0.31, 2.1, 5.2, ., 0.2, i, ., -0.24, 15%
- Cc1nn(Cc2ccccc2Cl)c(Cl)c1/C=C/C(=O)OCC(=O)NC(N)=O
→ 1.6, 1%, 9.6, 5, 2%, 0.048, ., i, 0.039, ., 2.3, 815, 0.39, i, -0.22, -0.28, -13%
- CC1CCN(C(=O)C2CCN(CCCc3ccccc3)CC2)CC1
→ 2.9, -5%, 4.0, 9, 6%, 0.33, 966, i, 0.46, -2.8, 4.0, 691, 0.46, i, -2.8, -0.14, 3%
- O=c1c(-c2c(O)cc(O)c3c(=O)cc(-c4ccc(O)cc4)oc23)c(-c2ccc(O)cc2)oc2cc(O)cc(O)c12
→ ., 2%, ., ., 2%, -0.37, 1090, ., 0.19, 0.9, ., 637, -0.11, i, 0.47, -0.74, 38%
- O=C(CCN1C(=O)c2ccccc2C1=O)NC(=S)Nc1ccccc1Cl
→ 1.4, 39%, 11, 22, 3%, 0.98, 613, i, 1, -5.2, 2.8, 989, -0.49, i, 0.56, -0.24, 9%
- Cc1ccc(NC(=S)NNC(=O)c2nn(C)cc2Cl)cc1
→ 1.4, -12%, 9.7, -21, -18%, 0.54, 1418, i, 1.1, -0.3, 3.0, 1604, 0.65, i, 0, -0.23, 0%
- CCOc1ccccc1NS(=O)(=O)c1ccc(OC)c(OC)c1
→ 0.1, -18%, 86, 4, 5%, 1.4, 537, i, 1.1, -0.3, 5.0, 1191, -0.82, i, 0.83, -0.2, -5%
- CCN(CC)C(=O)C1CCCN(Cc2ccc(OC)c(C)c2C)C1 (stereo not given)
→ 2.4, -34%, 1.4, 13, 3%, -0.41, ., i, 0.092, ., 6.5, 1251, 2.6, i, -0.11, -0.28, -21%
- Cc1ccccc1-c1nc(CS(=O)(=O)CC(=O)Nc2cc(F)ccc2F)c(C)o1
→ 3.0, -1%, 8.6, 2, 14%, 0.44, 1135, i, 0.58, -1.0, 1.2, 1955, -0.22, i, 0.99, -0.14, 8%
- COCCn1cc(C(=S)N2CCOCC2)c2ccccc21
→ 1.7, 5%, 6.5, -6, 3%, 1.3, ., i, 0.57, ., 1.8, 868, 0.18, i, 0.48, -0.019, 1%
- COc1cccc(N2CC(O)=C(c3nc4ccccc4c(=O)[nH]3)C2=N)c1
→ 12*, -16%, 46*, 60*, -6%, -0.13, 600*, +, 0.3, 109*, 26*, 851, -0.2, i, 0.42, -0.021, -12%
- COc1ccc(Cc2noc(CN3CCN(c4ccc(Cl)cn4)CC3)n2)cc1OC
→ 1.0, 23%, 4.8, 6, -8%, -0.85, 1418, i, -0.37, 0.6, 1.6, 1332, 0.62, i, -0.66, -0.34, 16%
- COc1cccc(C(=O)COC(=O)C(C)N2C(=O)c3ccccc3C2=O)c1 (stereo not given)
→ 2.0, 8%, 3.1, 18, 12%, 1.4, 1022, i, 0.88, -3.4, 6.6, 1252, -0.34, i, -0.89, -0.35, 16%
- CCN(C(=O)CSc1nnc(-c2ccncc2)n1-c1ccccc1)C1CCS(=O)(=O)C1 (stereo not given)
→ 0.9, -43%, 6.6, 1, 5%, 0.4, 1112, i, 0.53, -2.4, 3.5, 1230, -0.62, i, -0.62, -0.26, 8%
- CC(=O)c1ccc(OC(=O)C2c3ccccc3Oc3ccccc32)cc1
→ 1.6, 8%, 5.5, -17, -1%, -2.4, 1444, i, -1, -2.3, 2.7, 1375, 0.25, i, 0.31, -0.048, 0%
- COc1cc2c(O)c3c(c(-c4ccc5c(c4)OCO5)c2cc1OC)C(=O)OC3
→ 3.1, -15%, 1.4, 13*, -6%, 2, 1196, +, 0.97, 8.5, 4.5, 1039, -1.7, i, -2.4, -0.13, -224%
- Cc1cc(-c2nnc(SCC(=O)Nc3ccccc3)n2C)no1
→ ., -7%, ., ., 0%, 0.17, 1339, ., -0.012, 1.1, ., 1330, 0.37, i, -0.7, -0.25, 6%
- O=C(NCCCN1CCOCC1)c1ccccc1-c1ccccc1
→ 1.3, -11%, 7.0, 2, -10%, -0.57, 1145, i, -0.22, 1.2, 3.2, 1180, 0.68, i, -0.94, -0.18, 0%
- CCOC(=O)c1ccc(CC(=O)c2ccc(O)c(O)c2O)o1
→ 2.6, -13%, 8.5, 35, 3%, 0.25, 1223, i, 0.21, -0.3, 1.5, 1455, -0.51, i, -0.17, -0.23, 8%
- S=C(NCc1ccc2[nH]c3c(c2c1)CCCC3)Nc1ccccc1Cl
→ 2.9, -14%, 13, 9, -2%, -0.57, 530, i, 0.48, -0.4, 2.5, 1174, 0.23, i, 0.4, -0.12, -2%
- O=C(Nc1cccc(Cl)c1)NC1CC2CCC(C1)N2Cc1cccs1 (stereo not given)
→ 2.0, -21%, 10.0, -9, -2%, 0.059, 1038, i, 0.69, 0.0, 4.5, 1462, 0.5, i, -0.01, -0.31, 18%
- CCOC(=O)C1(CCOc2ccccc2)CCN(Cc2cccc(-n3cccn3)c2)CC1
→ 0.5, 44%, 8.3, 15, 2%, 0.028, 928, i, 0.34, -2.0, 2.0, ., 0.017, i, ., -0.13, 19%
- O=C(CCCCCNC(=O)c1ccccc1)N=Nc1c(O)[nH]c2c(Br)cc(Br)cc12
→ 0.8, -1%, 13, 24, 6%, -0.51, 1486, i, -0.1, 0.4, 2.4, 1584, 0.33, i, 0.39, -0.29, 27%
- CCn1c(SCC(=O)Nc2cc(C)on2)nnc1-c1ccncc1
→ 1.9, 1%, 9.8, 5, 0%, 0.26, 921, i, 0.12, -0.8, 1.6, 1331, -0.31, i, 0.23, -0.18, -4%
- CN(C)/N=C/c1ccc(OS(=O)(=O)c2ccccc2)cc1
→ 0.9, -46%, 2.4, -13, ., 1.6, 1011, i, 1.3, -1.1, 2.3, 1506, -1.3, i, 0.1, -0.11, -82%
- O=S(=O)(CC(O)CS(=O)(=O)c1ccc(Cl)cc1)c1ccccc1 (stereo not given)
→ ., 0%, ., ., -7%, -0.92, 1314, ., -0.14, 0.2, ., 995, 4.2, i, -0.08, -0.25, 7%
- Cc1ccc(C)c(NC(=O)C(=O)NCCCN2CCOCC2)c1
→ 1.3, -20%, 1.4, -5, 17%, 1.8, 945, i, 1.7, -3.3, 2.0, 1570, -1.9, i, 0.63, -0.068, 9%
- Cc1ccc(C)c(N2C(=O)CN=C2Nc2ccccc2Cl)c1
→ 1.4, -6%, 6.8, -8, 12%, 0.87, ., i, 1.4, ., 2.6, 1177, -1.3, i, 0.77, -0.05, 14%
- CC12C(=O)N(Cc3ccco3)C(=O)C1C1c3ccccc3C2c2ccccc21 (stereo not given)
→ 1.3, 29%, 11, -2, -13%, 0.18, 1053, i, 0.04, -0.2, 2.0, 805, -0.27, i, 1.6, 0.28, 8%
- COc1cc(Br)cc2cc(C(=O)NCC3CCCO3)c(=O)oc12 (stereo not given)
→ 1.5, 2%, 9.6, -28, 10%, 0.39, 1396, i, 0.76, -0.1, 2.4, 1669, -1.1, i, -0.59, 0.34, 13%
- O=C(Cc1cccs1)Nc1nc2ccccc2s1
→ 3.1, -32%, 0.8, 0, 4%, 0.19, 1396, i, 0.24, 0.0, 2.6, 1380, -0.025, i, 0.78, -0.39, -37%
- Cc1sc2ncn(-c3ccccc3)c(=O)c2c1C
→ 2.5, -31%, 6.2, 11, 3%, -0.49, 987, i, 0.12, 0.6, 2.9, 1345, 0.77, i, -0.17, -0.27, -13%
